TbPYK inhibitor – qHTS of Trypanosoma Brucei Inhibitors. pyruvate kinase (Trypanosoma brucei), Q57TT1. TbPYK enzyme, Kinase-Glo Plus ATP luminescence, 45 min. Potency, µM (titrated, usually from 76.8 µM), inactives show top-dose activity, negative = inhibition, usual class: inhibitors. 0.12% of 410,000 active. AID 624173, 2012; also: potency is read from the fitted curve at half-maximal effect; % is scaled to controls: 0 for no effect and ±100 for the full control effect; nearly all actives have a fitted effect of over 50% in size
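Quantitative HTS: titrated library compounds versus trypanosomal pyruvate kinase in TEA buffer (pH 7.2) containing KCl, MgCl2, BSA and Tween-20. Reactions were initiated with ADP, 130 uM final. Kinase-Glo Plus luminescence was read after 45 min at RT.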
Cycloheximide cs – Cycloheximide Counterscreen for Small Molecule Inhibitors of Shiga Toxin | cell reporter, cycloheximide protein synthesis inhibition counterscreen | max response, % | 12% of 300,000 active; in the data active = max response mostly above about 13%, no sharp cut-off; inactive = mostly below about 14%; also: read at 38.3 µM for the half of the compounds with a filed dose; 0% is about no effect
Pf growth 48h – Primary qHTS for delayed death inhibitors of the malarial parasite plastid, 48 hour incubation; 5.9% of 310,000 active; P. falciparum luciferase growth in erythrocytes, 48 h; Potency, µM (titrated, usually from 28.7 µM), inactives show at the highest dose activity change, negative = inhibition, hits mostly inhibitors; AID 504832, 2011; also: potency is read from the fitted curve at half-maximal effect; % is scaled to controls: 0 for no effect and ±100 for the full control effect
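A one-generation exposure of luciferase-tagged malaria parasites in RPMI 1640/Albumax erythrocyte culture, 37 C and 5% CO2. Inhibition is inferred from decreased luminescence after adding detection reagent.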
Shiga inhibitor – A qHTS for Small Molecule Inhibitors of Shiga Toxin; Vero cells, Shiga toxin protein synthesis inhibition reporter; inhibition, % at 38.7 µM; 9.2% of 290,000 active; in the data active = inhibition mostly above about 28%, no sharp cut-off; inactive = mostly below about 43%; also: 0% is about no effect
AMA1-RON2 inh – qHTS for Inhibitors of AMA1-RON; Towards Development of Antimalarial Drug Lead: Primary Screen. Plasmodium falciparum AMA1 (3D7) - RON2 peptide interaction. AlphaScreen AMA1-biotinylated RON2 peptide binding. 0.2% of 360,000 active. AID 720542, 2013. Potency, µM (highest dose often 58.2 µM), inactives show top-dose activity change, negative = inhibition, hits mostly inhibitors;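 also: potency is read from the fitted curve at half-maximal effect; 0% = vehicle wells and -100% = peptide control; nearly all actives have a fitted effect of over 45% in size; some results filed as inactive show a strong effect at the top dose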
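AMA1 (3D7) with his tag at 25 nM final met compounds first, then biotinylated RON2 peptide at 25 nM; detection used donor plus acceptor beads, 10 µg/mL apiece, read by AlphaScreen after 30 min at room temperature.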
Pf growth 96h – Primary qHTS for delayed death inhibitors of the malarial parasite plastid, 96 hour incubation | P. falciparum luciferase reporter growth, 96 h | Potency, µM (top dose mostly 28.7 µM), inactives show top-dose activity change, negative = inhibition, usual class: inhibitors | 6.9% of 320,000 active; also: potency is read from the fitted curve at half-maximal effect; % is scaled to controls: 0 for no effect and ±100 for the full control effect
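Two parasite generations (96 h, 37 C, 5% CO2) of compound exposure in infected erythrocytes (0.05% parasitemia, 2% hematocrit). Luciferase-reporter P. falciparum; decreased luminescence indicates inhibited growth, aimed at apicoplast-acting delayed death.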
LmPK inhibitor – qHTS Assay for Inhibitors of Leishmania Mexicana Pyruvate Kinase (LmPK). Potency, µM (highest dose often 57.5 µM), for inactives: at the top dose activity change, negative = inhibition, actives largely listed as inhibitors. Q27686. purified LmPK, Kinase-Glo ATP luminescence, 1 h. 0.37% of 290,000 active; also: potency is read from the fitted curve at half-maximal effect; % is scaled to controls: 0 for no effect and ±100 for the full control effect
Target sequence (Q27686 whole entry, looked up): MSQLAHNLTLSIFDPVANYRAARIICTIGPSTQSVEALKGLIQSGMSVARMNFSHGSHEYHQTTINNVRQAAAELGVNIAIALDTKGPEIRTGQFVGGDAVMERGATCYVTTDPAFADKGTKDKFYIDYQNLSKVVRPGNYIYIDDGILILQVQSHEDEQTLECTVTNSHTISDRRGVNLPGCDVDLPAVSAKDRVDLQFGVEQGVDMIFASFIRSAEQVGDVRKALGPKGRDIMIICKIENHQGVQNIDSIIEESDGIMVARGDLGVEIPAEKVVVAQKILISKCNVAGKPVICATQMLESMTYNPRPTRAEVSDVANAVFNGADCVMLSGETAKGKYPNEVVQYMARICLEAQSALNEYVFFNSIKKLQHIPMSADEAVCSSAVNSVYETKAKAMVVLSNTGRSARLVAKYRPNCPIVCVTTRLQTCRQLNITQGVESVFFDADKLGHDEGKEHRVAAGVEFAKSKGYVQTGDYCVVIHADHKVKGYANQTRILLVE
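Purified LmPK (0.1 nM) with 0.5 mM PEP and 0.1 mM ADP in imidazole buffer pH 7.2 with MgCl2/KCl, 1 h at room temperature. ATP formed was read by luciferase luminescence and normalized to no-enzyme and uninhibited controls.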
An asterisk follows results filed as active; ? = inconclusive; . = not tested or not shown; [ ] = remark or other dose. Unless noted, calls follow the shape of the dose curve; as a rule, active = well fitted curve in the direction sought with a large enough effect; inconclusive = small, poorly fitted or top-dose-only effect, or another doubt; inactive = no such curve, though single readings can be large; an effect the other way counts as inactive or inconclusive. An unsorted share of the library. About 21% of those tested had a hit in this group.

The opening 3 entries as a preview:
SMILES | TbPYK inhibitor | Cycloheximide cs | Pf growth 48h | Shiga inhibitor | AMA1-RON2 inh | Pf growth 96h | LmPK inhibitor
COc1ccc(C(CC(=O)O)NC(=O)COc2ccccc2)cc1 (centres undefined) | ? | -5 | 16% | -5 | 307%[activator] | ? | 3%
CCc1nc(SCc2nc3ccccc3[nH]2)c2oc3ccccc3c2n1 | -6% | 14* | . | 8 | -2% | ? | 8%
Cc1cccc(-c2c(NC(=O)c3ccco3)oc3ccc(Cl)cc3c2=O)c1 | 0% | -2 | 26% | 21 | 19% | 2% | -2%

This part in full, from the first entry:
SMILES | TbPYK inhibitor | Cycloheximide cs | Pf growth 48h | Shiga inhibitor | AMA1-RON2 inh | Pf growth 96h | LmPK inhibitor
COc1ccc(C(CC(=O)O)NC(=O)COc2ccccc2)cc1 (centres undefined) | ? | -5 | 16% | -5 | 307%[activator] | ? | 3%
CCc1nc(SCc2nc3ccccc3[nH]2)c2oc3ccccc3c2n1 | -6% | 14* | . | 8 | -2% | ? | 8%
Cc1cccc(-c2c(NC(=O)c3ccco3)oc3ccc(Cl)cc3c2=O)c1 | 0% | -2 | 26% | 21 | 19% | 2% | -2%
COCCN(C(=O)c1ccco1)c1nc(-c2ccccc2)cs1 | -3% | 10 | 72%[activator] | . | -18% | ? | 13%
Cc1cc(C)c(C(=O)CSc2n[nH]c(-c3ccncc3)n2)c(C)c1 | -1% | -6 | -13% | 20 | 7% | -10% | -2%
Nn1c(SCC(=O)Nc2cccc(F)c2)nnc1C1CCCCC1 | 4% | -1 | -23% | 24 | 29% | -58% | 0%
CC(C)OC(=O)C(C)Nc1n[nH]c(=S)[nH]c1=O (centres undefined) | -10% | -2 | 12% | 2 | 7% | 27% | 1%
CCOc1ccc(NC(=S)N2CCN(S(=O)(=O)c3ccc(OC)cc3)CC2)cc1 | 2% | -1 | ? | 9 | -13% | ? | 7%
Cc1cc(C)n(-c2nc(O)cc(=O)[nH]2)n1 | -9% | -3 | ? | 12 | 40%[activator] | -16% | -1%
COc1cnc(-c2ccccn2)nc1Oc1ccccc1Cl | 6% | 30* | 7.4µM* | 34 | 11% | 2.6µM* | -1%
O=C(OCC1CC(c2ccccc2Cl)=NO1)c1ccc(Br)cc1 (centres undefined) | -1% | 20* | 20% | 40 | 19% | 35%[activator] | 7%
CCOc1ccc2nc(NC(=O)C3CSC4(C)CCC(=O)N34)sc2c1 (centres undefined) | 10% | . | 22% | . | -13% | 14% | .
c1ccc2c(c1)CCCN2c1nc(N2CCOCC2)nc(N2CCOCC2)n1 | 0% | 1 | ? | 2 | -7% | ? | 11%
Cc1ccnc(Nc2nc(-c3ccc(Cl)cc3)cs2)c1 | 3% | 38* | 145%[activator] | 42* | -9% | -28% | 0%
O=C(CCl)N1CCN(S(=O)(=O)c2ccc3c(c2)CCC3)CC1 | 1% | . | 2.3µM* | . | -5% | ? | .
O=C(Nc1ccc(CN2CCOCC2)cc1)c1cccc(F)c1 | 1% | 52* | 149%[activator] | 81* | -9% | 8% | -9%
CC1CN(C(=O)CSc2nnc(-c3ccncc3)n2-c2ccccc2)CC(C)O1 (centres undefined) | 5% | -3 | 24% | 2 | 0% | 10µM* | 13%
CC(=O)N1CCc2cc(S(=O)(=O)NC3CCCc4ccccc43)ccc21 (centres undefined) | -1% | -2 | -8% | -2 | 11% | -12% | 4%
CCC(C)NC(=O)c1cc(-c2cccs2)nc2ccccc12 (centres undefined) | 1% | 1 | -13%[0.00184 µM] | -10 | 3% | 17% | -1%
COc1ccc(C2=Nn3c([n+](C)c4ccccc43)SC2)cc1 | 5% | 3 | 0.83µM* | -3 | -5% | -23% | -3%
CCOC(=O)Cc1nn(CC)c(=O)c2ccccc12 | -4% | -2 | 44%[activator] | -13 | -5% | 10% | 10%
CCOC(=O)CN1C(=O)/C(=C/c2c(F)cccc2Cl)Oc2ccccc21 | 13% | 19* | . | 19* | 41%[activator] | 10% | 2%
COc1cc(-c2nc3ccc(N4CCN(C)CC4)cc3[nH]2)cc(OC)c1OC | 0% | 26 | 9.3µM* | 48 | -6% | 3.7µM* | 4%
Cc1[nH]nc2c1C(c1cccs1)C1=C(CC(C)(C)CC1=O)N2 (centres undefined) | 1% | 2 | ? | 4 | -7% | ? | 0%
COc1cc2c(cc1OC)CN(C(=O)/C=C/c1cccs1)CC2 | 1% | 3 | ? | 34 | -4% | ? | -2%
CC(=O)Nc1ccc(/C=N/NC(=O)c2cc(-c3ccco3)nc3ccccc23)cc1 | 1% | 8 | 8% | 2 | 5% | 43%[activator] | 2%
COc1ccc(S(=O)(=O)N(C)CC(=O)NC2CCCCC2)cc1Cl | -6% | -4 | . | 3 | 4% | -18% | 1%
CCOc1ncccc1C(=O)Nc1ccc(-c2ccc3nnc(C)n3n2)cc1 | -3% | -1 | 34%[activator] | -3 | 20% | 61%[activator] | -2%
COc1ccc(/C=C/C(=O)OCC(=O)N2CCCC2)c(OC)c1 | -2% | . | ? | . | 2% | -40% | .
CCn1c(SCC(=O)Nc2ccc(F)cc2)nnc1-c1cnccn1 | 6% | 1 | 16% | 10 | 5% | ? | 2%
Cc1ccc(CN2C(=O)CSC2c2ccccc2F)cc1 (centres undefined) | 6% | -2 | -21% | -2 | 7% | -10% | 1%
CS(=O)(=O)NNC(=O)c1csc(Cc2c(Cl)sc3ccc(Cl)cc23)n1 | -1% | -2 | -1% | -22 | 7% | 8% | 5%
COc1cc2c(cc1OC)C(C(=O)NCCN1CCOCC1)C1c3ccccc3CCN1C2=O (centres undefined) | 2% | -4 | -3% | -9 | -11% | 6% | 0%
O=c1cc(CN2CCCCCC2)nc2sccn12 | -2% | 10 | 11% | 16 | -3% | ? | 1%
CC(NC(=O)CSc1nnc2n1CCCCC2)c1ccccc1Cl (centres undefined) | 1% | . | 5% | . | -1% | ? | .
O=C(NCc1ccccc1F)c1ccc2ccccc2n1 | 1% | 9 | 22% | 13 | 26% | 33%[activator] | 0%
Cc1ccc(-c2cc(-c3cccs3)[nH]n2)c(O)c1 | 2% | 41* | . | 72* | 9% | ? | -1%
O=C(CCCn1c(SCC(=O)Nc2ccccc2C(F)(F)F)nc2ccccc2c1=O)NCC1CCCO1 (centres undefined) | 2% | -1 | -5% | -16 | 30% | ? | 6%
O=C(O)/C=C/c1ccc(S(=O)(=O)N(CCO)CCO)cc1 | 3% | 3 | 4% | -26 | -5% | -15% | 2%
CC(Oc1ccc(C(C)(C)C)cc1)C(=O)NC1CC(C)(C)NC(C)(C)C1 (centres undefined) | -9% | 2 | -4% | -5 | -3% | 0% | -2%
CCOC(=O)c1c(C)[nH]c(C(=O)CN2C(=O)C(=O)N(CC(C)C)C2=O)c1C | -3% | 7 | 25% | 25 | -3% | 2% | 4%
CCN(CC)CCCNC(=S)N1CCn2c(nc3ccccc32)C1 | 3% | 5 | ? | -6 | 1% | 4% | 4%
O=C(Nc1ccccc1C(=O)N/N=C/c1ccco1)c1ccccc1Cl | -8% | 16 | 9% | 16 | 29% | -1% | -1%
O=C(c1ccccc1)N1CCN(C(=O)c2ccccc2Br)CC1 | 0% | -3 | 16% | 13 | 6% | 115%[activator] | 7%
Cc1ccc(C)c(NC(=O)Cc2nc(CNCC(C)C)cs2)c1 | 2% | -4 | 1% | -6 | -11% | 3% | -4%
CC1CCCC(NC(=O)COC(=O)CN2C(=O)C3CCCCC3C2=O)C1C (centres undefined) | 29% | -4 | 7% | -6 | -11% | ? | 5%
Cc1ccc2c(c1)C(=O)CC(O)(C(F)F)O2 (centres undefined) | 5% | -2 | 0% | -7 | 12% | 3% | -4%
CS(=O)(=O)c1ccc(Cl)c(NC(=O)Cc2c(Cl)cccc2Cl)c1 | 1% | 2 | -6% | -9 | 9% | ? | 0%
CCCn1c(SCC(=O)NCc2ccc(OC)cc2)n[nH]c1=O | 0% | -2 | ? | -9 | 9% | ? | 2%
N#CC1(NC(=O)COc2ccc(S(=O)(=O)N3CCCC3)cc2[N+](=O)[O-])CCCCC1 | -10% | . | ? | . | -2% | ? | .
CC1=NN(C(C#N)c2ccc(F)cc2)C(C)(C)C1 (centres undefined) | 4% | -1 | 23% | -11 | 4% | 22% | -6%
COC(=O)c1ccc(C23CC4(C2)[C@H](CN(CC2CCCCC2)[C@@H]4c2ccccc2)C3c2ccc(C(F)(F)F)cc2)cc1 (some centres undefined) | 1% | -2 | ? | -5 | -2% | ? | 0%
S=c1[nH]cnc2scc(-c3ccccc3)c12 | -18% | -1 | ? | -4 | 14% | 0.33µM* | -1%
COc1ccccc1OCCCC(=O)Nc1nccs1 | -4% | 52* | 47%[activator] | 89* | -4% | 70%[activator] | 4%
O=C(N/C(=C\c1ccc([N+](=O)[O-])cc1)C(=O)N1CCCCC1)c1ccc(Br)o1 | 5% | 1 | -11% | -33 | 3% | 85%[activator] | -9%
O=C(NCC1CCCO1)c1ccc[nH]1 (centres undefined) | 4% | -1 | 16% | -10 | -3% | 24% | 0%
Cc1ccc(S(=O)(=O)c2cc(C#N)c(=O)[nH]c2N)cc1 | -4% | -2 | 6% | -8 | -11% | 47% | -3%
O=C(Nc1ccc(Cl)cn1)c1ccccc1F | -7% | 32* | 212%[activator] | 88* | 4% | 36%[activator] | 22µM*
Cc1ccc(S(=O)(=O)N=Nc2c(O)[nH]c3ccccc23)cc1 | -6% | -8 | 5% | -10 | -5% | 12µM* | -4%
O=C(NCc1ccccc1Cl)c1ccncc1 | -4% | -2 | 5% | -2 | -13% | -11% | -1%

(further entries)
SMILES | TbPYK inhibitor | Cycloheximide cs | Pf growth 48h | Shiga inhibitor | AMA1-RON2 inh | Pf growth 96h | LmPK inhibitor
Cc1cccc(OCC(=O)N(Cc2ccccc2)c2c(N)n(Cc3ccccc3)c(=O)[nH]c2=O)c1 | 1% | . | ? | . | 7% | ? | .
CC(C)CCNC(=O)c1ccc(Cl)c(N)c1 | . | 37* | 36%[activator] | 57* | . | 55%[activator] | -3%
CSCCC(Nc1ccc(S(=O)(=O)N2CCOCC2)cc1[N+](=O)[O-])C(=O)OCC(=O)N(C(C)C)C(C)C (centres undefined) | -6% | -2 | 8% | -13 | 6% | ? | 4%
CC(/C=C/c1ccc(N(C)C)cc1)=N\N=C1\NC(=O)CC(C(=O)Nc2ccccc2)S1 (centres undefined) | 1% | 49* | 62%[activator] | 63* | 5% | 23% | -1%
Cc1ccc(NC(=S)NCc2ccccc2Cl)c(C)c1 | -6% | 11 | -13% | -20 | 6% | 106%[activator] | 1%
Nc1ccc(S(=O)(=O)c2ccccc2)nc1 | -19% | -4 | 17% | -6 | -8% | 7% | 3%

From PubChem
